DUSP3 inh = inhibitors of human VHR1 phosphatase (DUSP3). recombinant VHR phosphatase, pNPP absorbance. inhibition, % at 13.3 µM. hit rate 0.52% among 290,000. AID 1654; in the data active means inhibition above about 50%; further: some compounds called inactive have numbers as strong as hits
Rv3671c inh = Rv3671c (M. tuberculosis) protease inhibition. P9WHR9. inhibition, % at 5.96 µM. hit rate 0.048% among 320,000. AID 2606; in the data active means inhibition above about 38%;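 further: extracellular domain of Rv3671c used as enzyme; 0% = enzyme with DMSO and 100% = no enzyme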
BH1578 lux ind = inducers of Vibrio cholerae quorum light production without autoinducers; V. cholerae BH1578 lux reporter, luminescence, 6 h; activation, % at 18.7 µM; hit rate 0.16% among 350,000; in the data active means activation mostly above about 9.7%, no sharp cut-off; inconclusive means no clear call, values can overlap the other calls; inactive means mostly below about 3.7%; further: not every result past the cut was called active; inactives centre near 0; reference of the scale not given here
MazF activator = increases E. coli MazEF RNase cleavage of RNA; hit rate 0.32% among 350,000; FAM/BHQ RNA-DNA oligo cleavage fluorescence, 5 h; activation, % at 20 µM; in the data active means activation above about 50%
PfHsp40 yeast = restores yeast growth despite PfHsp40 toxicity. growth rescue, % at 12.5 µM. hit rate 0.68% among 340,000. S. cerevisiae expressing PfHsp40, growth rescue, ATP luminescence; in the data active means growth rescue above about 28%, passing the limit was not always enough; inconclusive means no clear call, values can overlap the other calls;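 further: yeast W303a lacking pdr1 and pdr3 grown in galactose medium; growth measured after three days at 30 °C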
TcdB inh = inhibitors of Clostridioides difficile toxin B glycohydrolase; P18177; TcdB glycohydrolase enzymatic assay, plate reader; inhibition, % at 9.99 µM; hit rate 0.24% among 350,000; AID 652162; in the data active means inhibition above about 10%
Target sequence (P18177 whole entry, looked up): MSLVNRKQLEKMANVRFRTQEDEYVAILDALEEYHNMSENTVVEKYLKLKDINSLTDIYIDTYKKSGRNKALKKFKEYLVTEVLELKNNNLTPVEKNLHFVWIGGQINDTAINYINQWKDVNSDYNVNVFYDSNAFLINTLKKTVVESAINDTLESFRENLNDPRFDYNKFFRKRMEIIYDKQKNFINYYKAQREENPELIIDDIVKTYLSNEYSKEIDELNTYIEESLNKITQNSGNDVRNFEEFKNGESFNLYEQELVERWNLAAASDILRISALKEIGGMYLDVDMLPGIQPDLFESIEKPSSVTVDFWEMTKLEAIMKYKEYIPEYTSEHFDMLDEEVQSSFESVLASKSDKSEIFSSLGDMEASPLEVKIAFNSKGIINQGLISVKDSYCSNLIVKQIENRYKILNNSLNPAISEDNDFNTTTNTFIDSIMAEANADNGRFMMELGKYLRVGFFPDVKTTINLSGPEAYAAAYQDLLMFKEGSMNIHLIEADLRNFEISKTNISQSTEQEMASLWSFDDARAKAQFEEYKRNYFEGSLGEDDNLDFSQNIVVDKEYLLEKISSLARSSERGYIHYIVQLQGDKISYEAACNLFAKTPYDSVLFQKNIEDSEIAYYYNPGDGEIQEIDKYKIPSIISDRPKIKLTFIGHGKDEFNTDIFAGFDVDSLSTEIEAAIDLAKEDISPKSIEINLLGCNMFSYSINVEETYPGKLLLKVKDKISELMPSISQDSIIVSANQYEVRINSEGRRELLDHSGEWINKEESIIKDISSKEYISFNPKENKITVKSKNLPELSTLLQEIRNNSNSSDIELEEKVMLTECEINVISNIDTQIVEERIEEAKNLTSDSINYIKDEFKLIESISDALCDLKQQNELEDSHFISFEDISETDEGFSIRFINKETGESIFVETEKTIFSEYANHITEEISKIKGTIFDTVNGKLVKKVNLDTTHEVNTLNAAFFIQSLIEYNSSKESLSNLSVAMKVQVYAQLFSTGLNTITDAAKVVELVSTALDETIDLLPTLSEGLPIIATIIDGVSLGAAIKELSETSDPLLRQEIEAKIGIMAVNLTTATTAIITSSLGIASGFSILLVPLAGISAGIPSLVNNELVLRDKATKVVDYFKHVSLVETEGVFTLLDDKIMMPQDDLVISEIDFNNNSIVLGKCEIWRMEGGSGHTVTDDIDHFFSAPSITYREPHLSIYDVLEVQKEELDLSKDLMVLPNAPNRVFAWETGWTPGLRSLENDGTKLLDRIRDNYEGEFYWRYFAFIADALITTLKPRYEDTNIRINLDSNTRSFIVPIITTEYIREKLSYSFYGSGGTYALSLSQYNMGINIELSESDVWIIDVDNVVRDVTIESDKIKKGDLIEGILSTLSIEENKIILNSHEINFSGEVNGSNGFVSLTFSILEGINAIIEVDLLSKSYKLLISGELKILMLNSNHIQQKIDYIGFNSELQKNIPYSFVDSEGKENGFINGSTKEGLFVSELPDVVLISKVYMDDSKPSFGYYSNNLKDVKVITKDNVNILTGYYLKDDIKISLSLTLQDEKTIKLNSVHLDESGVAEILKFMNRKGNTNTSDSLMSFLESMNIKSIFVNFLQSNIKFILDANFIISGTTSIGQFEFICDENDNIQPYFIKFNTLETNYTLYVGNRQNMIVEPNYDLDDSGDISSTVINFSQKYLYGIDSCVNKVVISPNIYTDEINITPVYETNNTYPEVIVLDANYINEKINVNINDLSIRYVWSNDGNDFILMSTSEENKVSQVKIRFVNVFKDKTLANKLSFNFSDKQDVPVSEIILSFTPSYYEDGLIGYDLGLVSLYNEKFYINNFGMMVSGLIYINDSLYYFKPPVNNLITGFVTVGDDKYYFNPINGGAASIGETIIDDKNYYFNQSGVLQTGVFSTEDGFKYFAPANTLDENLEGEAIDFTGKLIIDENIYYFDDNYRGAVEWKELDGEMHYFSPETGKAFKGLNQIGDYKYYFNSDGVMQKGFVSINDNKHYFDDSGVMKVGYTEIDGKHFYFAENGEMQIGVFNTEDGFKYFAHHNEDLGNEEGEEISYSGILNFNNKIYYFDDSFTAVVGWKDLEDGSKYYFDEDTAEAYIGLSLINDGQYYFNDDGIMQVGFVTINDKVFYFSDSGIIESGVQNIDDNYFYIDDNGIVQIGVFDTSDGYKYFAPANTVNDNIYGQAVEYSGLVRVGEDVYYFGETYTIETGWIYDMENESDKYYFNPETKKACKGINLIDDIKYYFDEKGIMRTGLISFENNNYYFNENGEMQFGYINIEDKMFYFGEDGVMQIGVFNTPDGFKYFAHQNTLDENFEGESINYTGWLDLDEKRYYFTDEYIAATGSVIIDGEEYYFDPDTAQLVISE
PriA SSB inh = blocks PriA binding to SSB C-terminal tail; hit rate 0.6% among 430,000; inhibition, % at 33 µM; AlphaScreen SSBct-PriA binding, biotinylated peptide; in the data active means inhibition mostly above about 37%, no sharp cut-off; inactive means mostly below about 20%;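 further: plate controls were negative control peptide for no effect and reference peptide for full effect; strong numbers were not always called active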
Yp Topo-I inh = blocks Yersinia pestis topoisomerase I activity | Y. pestis Topo-I cleavage product accumulation, plate reader | activity, % at 10 µM | hit rate 0.064% among 360,000 | AID 504884; in the data active means activity above about 50%, passing the limit was not always enough; inconclusive means no clear call, values can overlap the other calls; further: inactives centre near 2
3CLpro inhibitor = SARS-CoV 3CLpro protease inhibition; recombinant SARS-CoV 3CLpro, quenched FRET peptide cleavage; inhibition, % at 6 µM; hit rate 0.14% among 290,000; AID 1706; in the data active means inhibition above about 12%
Anthrax LF prot = anthrax lethal factor protease inhibition; P15917; multiplex microsphere protease cleavage assay, LF; inhibition, % at 10 µM; hit rate 0.12% among 360,000; AID 588501; in the data active means inhibition above about 30%; inconclusive means no clear call, values can overlap the other calls; further: plate controls were buffer without enzyme for full effect and enzyme alone for no effect
* marks the source's active call; other numbers are inactive results; i = inactive; ? = inconclusive; . = not tested or not shown; & = joins results of further samples. Not all compounds are listed. The share of hits here may be higher or lower than overall.

SMILES	DUSP3 inh	Rv3671c inh	BH1578 lux ind	MazF activator	PfHsp40 yeast	TcdB inh	PriA SSB inh	Yp Topo-I inh	3CLpro inhibitor	Anthrax LF prot
CNC(CC(C)C)C(=O)NC1C(=O)NC(CC(N)=O)C(=O)NC2C(=O)NC3C(=O)NC(C(=O)NC(C(=O)O)c4cc(O)cc(O)c4-c4cc3ccc4O)C(O)c3ccc(c(Cl)c3)Oc3cc2cc(c3OC2OC(CO)C(O)C(O)C2OC2CC(C)(N)C(O)C(C)O2)Oc2ccc(cc2Cl)C1O (stereo not drawn)	.	-8	-0.2	-7	-1.1	0.5	-4	8	.	-4
c1ccc(N2CCN(c3nc(-c4ccccn4)nc4ccccc34)CC2)cc1	29	-5	i	8	25	4.5	0	5	1	-5
CS(=O)(=O)N(CC(=O)Nc1ccc2c(c1)OCCO2)Cc1ccccc1	-18	1	-0.2	6	0.2	.	-4	1	6	0
O=C1c2ccccc2C(=O)N1Cc1nc2ccccc2c(=O)n1CCCN1CCOCC1	2	-2	.	-1	0.2	.	1	-8	-5	-3
CC(C)CN(CC(C)C)C(=O)COc1ccccc1C(N)=O	12	-5	0.2	11	0.2	4.5	-1	9	0	-5
Cc1ccc(C)c(N(C(=O)Cn2nnc3ccccc32)C(C(=O)NC(C)(C)C)c2ccsc2)c1 (stereo not drawn)	25	-1	i	-13	-0.3	.	1	9	6	-2
CCCCC(=O)NC(=S)Nc1c(C)cc(Br)cc1C	-14	3	-0.8	6	-0.6	1.4	-9	-3	4	-3
COc1ccc(Cl)cc1NC(=O)CCN1CCOCC1	14	-4	i	4	0.0	2.9	-5	6	0	-4
COc1ccccc1OCCSc1nnc(CNC(=O)c2ccco2)n1C	6	6	-3.6	-5	0.1	1.2	-5	7	1	9
Cc1cc(C)c(NC(=O)Cn2c(=O)c3cccn3c3ccccc32)c(C)c1	-6	-4	-0.6	2	2.4	1.4	0	3	0	-3
CCCCN(C(=O)c1cccc(-n2cccc2)c1)c1c(N)n(Cc2ccccc2)c(=O)[nH]c1=O	.	-15	-5.9	.	-2.4	1.2	.	15	.	?
CC1(C)CC(=O)CC(=O)/C1=N\Nc1c(Cl)cc(Cl)cc1Cl	-12	-6	-0.4	3	0.8	1.6	.	-4	0	-2

Full records as entered above. Values in the order: DUSP3 inh | Rv3671c inh | BH1578 lux ind | MazF activator | PfHsp40 yeast | TcdB inh | PriA SSB inh | Yp Topo-I inh | 3CLpro inhibitor | Anthrax LF prot
Profile of CNC(CC(C)C)C(=O)NC1C(=O)NC(CC(N)=O)C(=O)NC2C(=O)NC3C(=O)NC(C(=O)NC(C(=O)O)c4cc(O)cc(O)c4-c4cc3ccc4O)C(O)c3ccc(c(Cl)c3)Oc3cc2cc(c3OC2OC(CO)C(O)C(O)C2OC2CC(C)(N)C(O)C(C)O2)Oc2ccc(cc2Cl)C1O (stereo not drawn) → . | -8 | -0.2 | -7 | -1.1 | 0.5 | -4 | 8 | . | -4
Profile of Cc1cc(C)c(NC(=O)Cn2c(=O)c3cccn3c3ccccc32)c(C)c1 → -6 | -4 | -0.6 | 2 | 2.4 | 1.4 | 0 | 3 | 0 | -3

(more compounds)
SMILES	DUSP3 inh	Rv3671c inh	BH1578 lux ind	MazF activator	PfHsp40 yeast	TcdB inh	PriA SSB inh	Yp Topo-I inh	3CLpro inhibitor	Anthrax LF prot
CCCNC(=O)Nc1cc(S(=O)(=O)CC)ccc1O	0	4	-0.9	5	-2.1	0.0	2	-2	0	-4
c1ccc2cc(-c3cc4ccccn4c3)ccc2c1	14	9	-2.0	8	-1.1	-0.3	23	-2	2	-20
CCCCn1c(N)c(N(CCOC)C(=O)COC(=O)COc2ccc(CC)cc2)c(=O)[nH]c1=O	.	-2	i	5	-0.9	-0.8	4	-2	.	-2
O=C(COC(=O)c1nc(Cl)ccc1Cl)NCc1cccs1	.	3	-1.4	4	-2.2	-1.2	-4	-3	.	-6
CCOC(=O)C1CCN(Cc2cnc(Oc3ccc(OC)cc3)s2)CC1	17	6	3.6	5	-0.4	.	-15	6	2	-2
Cc1cc(CNC(=O)CC2C(=O)NCCN2Cc2ccccc2C(F)(F)F)nn1C (stereo not drawn)	26	-9	-4.8	-11	0.6	-0.1	-4	2	0	6
COc1ccccc1-c1cc(C(F)(F)F)nc(S(C)(=O)=O)n1	-2	3	i	5	12	.	-24	-1	-1	-1
CCCCSc1nc(N)nc2c1ncn2C1OC(CO)C(O)C1O (stereo not drawn)	.	.	-0.1	-16	.	0.9	2	0	.	-1
O=C(Cn1cccc1)N1CCc2ccccc21	11	1	-1.7	11	1.6	.	3	13	-1	-4
c1ccc(C[C@H]2CNCCN2CCCCC2CCCCC2)cc1	.	3	-0.3	-3	-0.1	2.1	1	10	.	-2
Cc1oc(-c2cccs2)nc1CN1CCN(C(C)C)C(CCO)C1 (stereo not drawn)	17	-7	i	4	0.6	-0.1	7	6	6	2
CCC(C)(C)NC(=O)CN(Cc1cccs1)C(=O)CNS(=O)(=O)c1ccc(C)cc1	-21	-9	-0.2	11	-1.3	.	2	29	2	-3

In a second layout: results already given.
Every second line gives: DUSP3 inh | Rv3671c inh | BH1578 lux ind | MazF activator | PfHsp40 yeast | TcdB inh | PriA SSB inh | Yp Topo-I inh | 3CLpro inhibitor | Anthrax LF prot
c1ccc(C[C@H]2CNCCN2CCCCC2CCCCC2)cc1
 : . | 3 | -0.3 | -3 | -0.1 | 2.1 | 1 | 10 | . | -2
Cc1oc(-c2cccs2)nc1CN1CCN(C(C)C)C(CCO)C1 (stereo not drawn)
 : 17 | -7 | i | 4 | 0.6 | -0.1 | 7 | 6 | 6 | 2

The listing picks up, starting 4 compounds before the break.
SMILES	DUSP3 inh	Rv3671c inh	BH1578 lux ind	MazF activator	PfHsp40 yeast	TcdB inh	PriA SSB inh	Yp Topo-I inh	3CLpro inhibitor	Anthrax LF prot
O=C(Cn1cccc1)N1CCc2ccccc21	11	1	-1.7	11	1.6	.	3	13	-1	-4
c1ccc(C[C@H]2CNCCN2CCCCC2CCCCC2)cc1	.	3	-0.3	-3	-0.1	2.1	1	10	.	-2
Cc1oc(-c2cccs2)nc1CN1CCN(C(C)C)C(CCO)C1 (stereo not drawn)	17	-7	i	4	0.6	-0.1	7	6	6	2
CCC(C)(C)NC(=O)CN(Cc1cccs1)C(=O)CNS(=O)(=O)c1ccc(C)cc1	-21	-9	-0.2	11	-1.3	.	2	29	2	-3
COCC(=O)OCC(=O)Nc1cc(C)c(C)cc1[N+](=O)[O-]	-4	6	i	9	1.3	-0.6	4	0	3	-2
Cc1cn([C@H]2C[C@H](O)[C@@H](CCC(=O)NC(c3ccccc3)c3ccccc3)O2)c(=O)[nH]c1=O	.	.	-0.5	6	-0.5	9.4	-19	4	.	-5
CC(C)C(=O)N1CCC1(C)C(=O)Nc1ccc(-n2cccc2)cc1 (stereo not drawn)	.	.	-4.5	.	.	1.2	.	-7	.	2
N#C/C(=N\Nc1ccc(S(=O)(=O)N2CCOCC2)cc1)C(N)=S	27	0	i	-1	-0.3	0.9	.	3	1	-20
Cc1csc(=Nc2ccccc2)n1CCCN1CCCC1=O	15	-2	-0.4	-13	-0.7	1.4	9	3	3	-6
COc1ccc(-c2cc(C(F)(F)F)c3c(n2)sc2c(O)cc(=O)[nH]c23)c(OC)c1	-1	-1	-0.3	30	-1.0	.	-1	-1	-1	14
Cc1ccc(-c2nnn(CC(=O)N(CC(=O)NCC3CCCO3)c3ccccc3)n2)o1 (stereo not drawn)	-5	6	-0.3	-3	-0.5	3.6	-10	-4	-7	-1
Cc1cc(NC(=O)CSC2=NS(=O)(=O)c3cc(F)ccc3N2)no1	.	7	i	6	0.0	-2.4	-18&3	1	.	1
CN(C(=O)COC(=O)c1cccc(S(=O)(=O)N2CCCCCC2)c1)C1CCS(=O)(=O)C1 (stereo not drawn)	.	4	i	-3	-1.1	2.3	-9	0	.	1
COc1ccccc1OCCn1cc(C=O)c2ccccc21	13	.	i	5	6.2	0.5	5	11	3	-5
COc1cc(Cl)ccc1OC1(C)CCN(Cc2cccc(OC)c2OC)C1 (stereo not drawn)	.	.	-0.5	.	.	0.8	.	11	.	-7
CC1C=CCC2C(=O)N(c3ccc(OC(=O)c4ccco4)cc3)C(=O)C12 (stereo not drawn)	12	6	0.6	5	1.0	0.8	-7	4	-4	-2
O=c1oc2ccccc2c(NCc2ccccc2F)c1[N+](=O)[O-]	26	-5	-4.2	10	0.1	6.4	-10	4	-6	0
Cn1nc([N+](=O)[O-])c(C(C#N)c2ccccn2)c(Cl)c1=O (stereo not drawn)	2	-7	1.5	3	0.9	-1.0	-1	-10	2	-2
O=C(O)C1CCc2sc3[nH]c(=S)n(-c4ccccc4)c(=O)c3c21 (stereo not drawn)	-6	1	-1.0	-1	0.5	4.0	-4	-10	2	.
Cc1ccc(C)c(N(CC(=O)NC2CCCCC2)C(=O)c2snc(C(N)=O)c2N)c1	10	-9	-0.3	-3	0.3	-1.6	-8	8	-2	0
CC(C)CC(=O)c1c(O)c(C=O)c(O)c2c1O[C@@]1(C)[C@@H](C2)C[C@H]2C[C@@H]1C2(C)C	.	7	-0.4	-1	-0.4	1.6	-7	3	.	-4
Cc1ccnc(NC(=O)c2ccc(S(=O)(=O)N3CCC(C)CC3)cc2)c1	.	-1	-2.9	5	-1.2	2.4	3	19	.	1
CCCn1ncc(CN2CCC(n3nccc3NC(=O)c3ccccc3Cl)CC2)c1C	6	2	i	-12	-0.6	1.5	-11	-2	-2	-2
COc1ccc(NC(=O)Nc2cccc(C(F)(F)F)c2)cn1	5	-15	-0.3	-3	-0.6	0.6	-7	2	0	6
CCCCc1c(O)nc(SCC(=O)N2CCOCC2)n(-c2ccc(C)cc2)c1=O	.	.	-0.7	-5	.	-1.0	.	4	.	-3
Oc1c(C2=NCCNC(C(F)(F)F)=C2)ccc2ccccc12	2	.	0.0	20	-1.9	7.3	45*	-2	2	-4
CCN(CC)c1ccc2c(Cl)cc(=O)oc2c1	20	-5	.	6	.	.	-125	.	0	.
Cc1cc(NC(=O)CS(=O)(=O)c2ccc(F)cc2)no1	.	-7	-0.2	-2	0.6	2.7	-10	-10	.	.
COc1ccc(CCNC(=O)CNCC2CCCO2)cc1OC (stereo not drawn)	-4	9	i	9	-0.7	.	-10	-11	-4	0
O=C(N/N=C/c1cccs1)c1cc(-c2cccc3ccccc23)n[nH]1	30	-55	-0.3	3	21	0.5	.	10	1	-2
Nc1ccc(-c2cn3cccnc3n2)cc1	17	.	-0.3	-30	-0.1	0.9	-7	-5	-5	-7
O=C(COC(=O)c1ccc(Br)o1)NC12CC3CC(CC(C3)C1)C2	.	4	i	11	4.2	-0.2	-8	18	.	-11
CCOc1cc(/C=N/NC(=O)c2cccnc2)ccc1OCC(N)=O	-14	0	-0.2	10	0.9	4.4	.	3	3	-3
CC(=O)c1cccc(NC(=O)N2CCC(c3ccc(C)cc3)C2)c1 (stereo not drawn)	-11	5	i	0	1.8	2.6	1	21	4	-7
Cc1cc(C)c2[nH]c(=O)c(C(c3nnnn3CC3CCCO3)N3CCCC(C)C3)cc2c1 (stereo not drawn)	-11	3	i	15	-0.8	.	-3	-3	-2	-9
Cc1ccc(C(=O)N/N=C/c2cc(Br)ccc2O)cn1	44	5	1.7	-2	1.1	-7.4	.	2	-2	-10
Cc1ccc(-c2nnc(SCC#CCOC(=O)c3ccco3)o2)cc1	-12	-4	1.6	-2	0.6	.	-23	-12	-1	1
O=[N+]([O-])c1ccccc1S(=O)(=O)n1cnc2ccccc21	-5	2	-0.2	1	0.1	0.2	-13	-2	4	-11
CC(=O)N(c1ccc(N(C(C)=O)S(=O)(=O)c2cccs2)cc1)S(=O)(=O)c1cccs1	-9	-5	-0.7	-5	-1.0	.	4	1	3	-10
Cc1ccc(Cl)cc1NC(=O)Nc1c(C)n(C)n(-c2ccccc2)c1=O	48	-7	0.7	-4	1.9	1.1	-10	6	-5	-2
CC1Cc2ccccc2N1C(=O)Cn1cnc2ccccc21 (stereo not drawn)	17	-6	i	7	0.3	-0.1	-11	5	6	-10

High-throughput results from PubChem.
